E-sel inducer – E-selectin induction on HUVECs; P16581; activation, % at 7.58 µM; hit rate 0.37% among 260,000; HUVEC E-selectin immunofluorescence imaging; normalized: neutral wells 0, TNF-alpha wells 100;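 active = mean E-selectin-positive cell signal at least 10% of the positive control, reached in at least 60% of replicates, without over 20% cell loss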;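 note: in these data hits start at about 27%; measured in HUVEC primary endothelial cells; signal is the percent of cells scored E-selectin positive by PE staining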
Target sequence (P16581 whole entry, looked up): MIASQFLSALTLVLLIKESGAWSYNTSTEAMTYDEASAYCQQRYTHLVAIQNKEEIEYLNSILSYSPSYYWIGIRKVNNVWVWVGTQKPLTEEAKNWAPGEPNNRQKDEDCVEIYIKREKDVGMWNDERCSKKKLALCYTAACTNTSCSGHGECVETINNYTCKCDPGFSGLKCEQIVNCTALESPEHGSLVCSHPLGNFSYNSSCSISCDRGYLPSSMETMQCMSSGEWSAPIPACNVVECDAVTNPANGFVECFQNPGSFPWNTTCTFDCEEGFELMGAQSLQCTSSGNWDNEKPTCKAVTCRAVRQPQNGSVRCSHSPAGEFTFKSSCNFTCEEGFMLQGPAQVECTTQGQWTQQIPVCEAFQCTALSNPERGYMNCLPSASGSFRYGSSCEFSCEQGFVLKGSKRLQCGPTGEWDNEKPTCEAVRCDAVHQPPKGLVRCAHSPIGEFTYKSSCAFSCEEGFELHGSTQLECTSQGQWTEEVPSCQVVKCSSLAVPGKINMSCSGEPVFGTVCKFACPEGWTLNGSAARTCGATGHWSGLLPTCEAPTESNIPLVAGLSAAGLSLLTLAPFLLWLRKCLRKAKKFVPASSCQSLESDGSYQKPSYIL
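material = human umbilical vein endothelial cells (HUVEC), E-selectin induction | quantity = 3,000 cells/well | medium = EGM-2 growth medium on 0.1% gelatin-coated wells | technique = immunofluorescence imaging | read-out basis = % PE-positive cells | control set = TNF-alpha positive control, DMSO neutral control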
ARNT-TACC3 inh – ARNT/TACC3 interaction disruption; Q9Y6A5; AlphaScreen His-ARNT PAS-B/GST-TACC3 binding, luminescence; TACC3 fragment carries E629A point mutation; inhibition, % at 9.99 µM; hit rate 0.66% among 390,000;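 active = mean inhibition of replicates at least 50% and at least half of replicates each reaching 50%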;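 note: 0% = complete ARNT plus TACC3 wells and 100% = ARNT alone without TACC3; many hits fall short of the cut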
esBAF inh – blocks esBAF chromatin remodeling in mouse ES cells; hit rate 2% among 350,000; Bmi1-luciferase knock-in reporter, 24 h; 100% = twice the neutral-well signal; reporter increase, % at 12.5 µM; in the data active = activation above about 40%;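 note: 0% = median of the plate's neutral control wells and 100% = double that signal; a rise in the Bmi1 reporter signal indicates esBAF inhibition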
CASP6 VEID inh – inhibitors of human caspase-6; purified caspase-6, Z-VEID-R110 cleavage fluorescence; hit rate 0.53% among 350,000; inhibition, % at 12.5 µM;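 active = mean inhibition across replicates at least about 35%, with every replicate also reaching that limit, limit read from the data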;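 note: 0% = median of neutral control wells and 100% = no fluorescence left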
ERp5 block – inhibitors of human ERp5. Q15084. ERp5 insulin aggregation, absorbance 650 nm, 90 min. inhibition, % at 9.99 µM. hit rate 0.05% among 350,000. AID 651711;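 active = mean replicate inhibition above about 25%, with every replicate also reaching it, limit read from the data, passing the limit was not always enough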
PglD DTNB – blocks C. jejuni PglD acetyltransferase activity; purified PglD enzyme, DTNB colorimetric CoA detection; inhibition, % at 12.5 µM; AID 602405; hit rate 0.098% among 360,000; in the data active = inhibition above about 16%, passing the limit was not always enough; note: strong numbers were not always called active
RAD54 inh – blocks human RAD54 Holliday junction branch migration. Q92698. FAM/BHQ fluorescence. inhibition, % at 10.4 µM. hit rate 0.14% among 360,000;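 active = mean normalized replicate activity at least 40 and at least half of replicates scoring 40 or more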;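 note: 0% = median of neutral control wells and 100% = median of positive control wells; inhibitors cause a drop in the FAM fluorescence signal; in these data hits start at about 50%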
RAD52 anneal inh – blocks human RAD52 DNA annealing; P43351; recombinant RAD52 DNA annealing, FRET fluorescence; inhibition, % at 18.7 µM; hit rate 0.46% among 360,000; AID 651710;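 active = every replicate showing at least 50% inhibition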
Target sequence (P43351 whole entry, looked up): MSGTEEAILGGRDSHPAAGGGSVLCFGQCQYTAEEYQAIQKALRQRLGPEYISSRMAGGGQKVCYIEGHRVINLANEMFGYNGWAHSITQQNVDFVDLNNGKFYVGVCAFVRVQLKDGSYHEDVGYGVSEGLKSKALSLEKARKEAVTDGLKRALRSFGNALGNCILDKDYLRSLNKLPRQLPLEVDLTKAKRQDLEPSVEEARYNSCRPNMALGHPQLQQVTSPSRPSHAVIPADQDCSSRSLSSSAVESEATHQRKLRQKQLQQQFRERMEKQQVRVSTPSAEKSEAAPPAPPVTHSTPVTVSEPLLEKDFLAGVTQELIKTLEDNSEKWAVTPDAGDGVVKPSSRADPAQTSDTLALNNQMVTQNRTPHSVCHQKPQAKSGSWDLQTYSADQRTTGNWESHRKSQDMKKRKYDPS
* marks the source's active call; other numbers are inactive results; . = no result given; & = joins results of further samples.

SMILES	E-sel inducer	ARNT-TACC3 inh	esBAF inh	CASP6 VEID inh	ERp5 block	PglD DTNB	RAD54 inh	RAD52 anneal inh
CN(C)c1nc(NCc2ccccc2)nc(N/N=C/c2ccc(Br)cc2)n1	-1.5	.	.	-2.0	0.4	.	.	-17.1
O=C(O)c1ccc(N/N=C/c2ccc3nccnc3c2)cc1	0.1	10.4	-78.3	8.1	1.6	.	.	-15.2
COc1ccc(-c2cc(C(=O)Nc3ccc4c(c3)OCO4)no2)cc1	0.0	-2.4	8.5	2.2	1.0	-3.1	-6.6	-15.4
COc1nnc(-c2ccc(C)c(S(N)(=O)=O)c2)c2ccccc12	.	1.3	-0.2	-2.6	-5.3	-5.5	3.2	-13.6
O=C(CN1C(=O)NC2(CCCc3ccccc32)C1=O)N1CCN(c2cccc(C(F)(F)F)c2)CC1 (centres undefined)	1.0	-7.6	8.4	1.3	.	3.5	8.9	-9.6
COc1ccc(/C=N/NC(=O)c2ccc(F)cc2)cc1CN1CCc2cc(OC)c(OC)cc2C1C (centres undefined)	-2.8	0.6	-4.2	-1.0	10.8	-4.4	1.4	-5.4
COc1ccc(-c2ccc3c(c2)[C@@H]2[C@@H](CCN2S(=O)(=O)c2ccccc2C)[C@H](CO)N3)cc1	-0.1	0.4	3.5	0.0	-1.8	1.8	-1.2	24.5
CCc1ccc(C(=O)NC(=S)Nc2ccc(N3CCOCC3)cc2)cc1	0.2	.	.	-1.9	0.4	.	.	-3.1
COc1cc(C)ccc1OCCCCNCc1ccccc1	.	-1.4	1.6	-3.1	-1.5	-4.9	-0.3	1.8
COc1ccc(N2CCN(/C(=N\S(=O)(=O)c3ccc(C)cc3)Nc3nc(C)cc(C)n3)CC2)cc1	.	-6.4	-6.5	.	.	-8.5	2.4	.
CCN(CC)CCCN(C(=O)c1ccc(F)cc1)c1nc(-c2ccc(OC)cc2)cs1	.	21.1	-22.9	-7.6	-0.8	-1.5	13.9	38.8
CN(C(=O)c1cccc(NC(=O)Cc2ccc(NC(=O)C3CCCN(C(=O)C4CCCCC4)C3)cc2)c1)C1CCCC1 (centres undefined)	-0.2	4.2	4.0	3.0	7.4	7.5	0.9	-47.0
COc1ccc(CN2CC(C(=O)NCCCN3CCCCCC3)CC2=O)cc1 (centres undefined)	.	5.3	-3.3	.	.	3.5	-4.5	.
O=C(OCc1cn([C@H]2C[C@H](c3ccccc3)N(Cc3cccs3)C[C@@H]2O)nn1)c1ccccc1	.	.	-4.0	-2.4	2.1	-5.0	11.6	-39.4
C[C@H]1CN([C@@H](C)CO)C(=O)CCCn2nncc2CO[C@H]1CN(C)C(=O)c1ccc2ccn(C)c2c1	0.1&-0.3	-4.4&-5.8	0.7&-1.2&-0.8	-3.1&-0.6&2.1	-0.5&-2.5&2.7	-3.0&2.5	1.2&9.3	7.9&-8.7&3.9
NC(=O)C1CCN(C(=O)c2ccc3c(=O)n(Cc4ccco4)c(SCC(=O)c4ccccc4)nc3c2)CC1	0.7	-4.3	-5.3	-2.9	3.0	-2.1	-3.9	-12.0
Cc1ccc(CSc2ncnc3ccccc23)cc1	.	-7.9	10.6	7.8	-0.8	6.6	-1.1	-11.5
CCC(=O)Nc1cc2c3c(c1)CCN3C(=O)CC2	12.3	-7.2	-0.2	2.3	-5.2	-2.4	-6.2	-3.4
CCn1c(N)c(C(N)=O)sc1=S	.	6.6	1.1	.	.	-3.7	-15.5	.
COc1cccc(/C=C/C(=O)OCC(=O)N2CCN(S(=O)(=O)c3ccc(Cl)cc3)CC2)c1	0.5	-21.6	-1.4	-0.5	2.3	-5.5	14.2	-4.5
S=C(NCc1ccc(Cl)cc1)Nc1ccccc1	.	.	4.6	0.5	0.7	3.7	-0.1	-5.2
COc1ccc(C(CNC(=O)c2cc(S(=O)(=O)N3CCCC3)ccc2Cl)N2CCCC2)cc1 (centres undefined)	.	20.6	4.1	0.5	11.5	-1.4	-6.7	-13.7
Cc1ccc(S(=O)(=O)N(C)C[C@@H]2OCCCC[C@H](C)Oc3ccc(NC(=O)C4CCCCC4)cc3C(=O)N([C@@H](C)CO)C[C@@H]2C)cc1	0.9	0.3	9.1	.	.	-1.2	-2.3	.
c1ccc(C(c2ccccc2)N2CCN(Cc3nc(-c4cnccn4)no3)CC2)cc1	-0.1	1.0	-1.4	-1.3	2.9	-0.3	-16.0	-24.3
CCc1noc(C)c1C(=O)OCC(=O)Nc1ccc2c(c1)OCO2	-0.4	-4.4	0.8	0.5	-9.9	1.7	18.5	-13.7

Some of these compounds in order of the RAD52 anneal inh value, high to low.
SMILES	ARNT-TACC3 inh	esBAF inh	CASP6 VEID inh	ERp5 block	PglD DTNB	RAD52 anneal inh
COc1cccc(/C=C/C(=O)OCC(=O)N2CCN(S(=O)(=O)c3ccc(Cl)cc3)CC2)c1	-21.6	-1.4	-0.5	2.3	-5.5	-4.5
S=C(NCc1ccc(Cl)cc1)Nc1ccccc1	.	4.6	0.5	0.7	3.7	-5.2
O=C(CN1C(=O)NC2(CCCc3ccccc32)C1=O)N1CCN(c2cccc(C(F)(F)F)c2)CC1 (centres undefined)	-7.6	8.4	1.3	.	3.5	-9.6

The list goes on.
SMILES	E-sel inducer	ARNT-TACC3 inh	esBAF inh	CASP6 VEID inh	ERp5 block	PglD DTNB	RAD54 inh	RAD52 anneal inh
CCCSc1nc(O)c(C(c2ccc(OC)c(O)c2)c2c(O)nc(SCCC)n(C)c2=O)c(=O)n1C	1.0	22.1	.	1.5	-4.5	9.2	-3.2	-12.4
CCOC(=O)Cn1c(=O)cnc2ccccc21	.	7.3	-13.3	.	.	-6.4	-3.5	.
CCCCCc1cccnc1	.	0.1	-6.2	-3.2	-2.7	8.8	4.5	-8.6
CCOC(=O)N1CCN(C(=O)Cc2c(C(=O)O)n(C)c3ccccc23)CC1	.	-5.1	.	-0.3	2.3	.	.	6.1
COc1cccc(C(=O)NNC(=O)C(=O)Nc2ccc(OC)cc2OC)c1	.	4.2	6.9	-0.1	1.7	4.3	-4.5	4.5
CCn1cc(C(=O)OCC(=O)Nc2ccccc2OC(F)F)c(=O)c2ccc(C)nc21	-0.2	-8.7	.	-0.6	-1.5	-2.2	1.8	-8.5
Cc1c(NC(=S)N/N=C/c2ccc([N+](=O)[O-])cc2O)c(=O)n(-c2ccccc2)n1C	3.1	61.3*	.	-1.1	-2.7	.	.	-19.9
C[C@@H]1CCCCO[C@@H](CN(C)C(=O)Nc2ccc(C(F)(F)F)cc2)[C@@H](C)CN([C@H](C)CO)C(=O)c2cc(N(C)C)ccc2O1	0.1	30.5	-7.6	0.9	3.4	4.8	-5.0	-3.2
Cn1c(SCC(=O)CC(=O)Nc2ccccc2)nnc1-c1ccc(O)cc1	.	4.8	3.8	0.4	-2.5	-2.5	-3.5	-24.4
O=C(NCCS(=O)(=O)NC1CCCC1)c1ccccc1	0.1	9.9	.	0.2	3.1	2.0	6.7	-14.2
O=C(Nc1ccc(Cl)cc1)N1CCCN(Cc2ccccc2F)C1	.	1.7	-8.3	.	.	-3.3	8.3	.
C[C@@H]1CCCCO[C@H](CN(C)Cc2ccc3c(c2)OCO3)[C@H](C)CN([C@@H](C)CO)C(=O)c2cc(NC(=O)Cc3ccccc3)ccc2O1	-0.2	6.2	6.2	.	.	2.2	1.0	.
O=C(Nc1ccncc1)c1cccs1	.	-6.2	-7.3	.	.	-4.1	-1.4	.
CCCNC(=O)C1(C)CCN(Cc2csc(-c3ccc(Cl)cc3)n2)C1 (centres undefined)	-0.1	.	0.5	-6.0	-7.0	-0.6	12.7	33.6
CCCC1=[N+](CC)CCn2c(C)ccc21	.	0.6	-9.4	.	.	0.9	-2.0	.
Cc1nn(-c2ccccc2)c2c1C(c1cccs1)C(C#N)=C(N)O2 (centres undefined)	.	-6.4	-10.0	.	.	-3.0	5.8	.
C[C@H]1CN([C@@H](C)CO)C(=O)c2cc(NC(=O)Nc3ccccc3)ccc2O[C@@H]1CN(C)Cc1ccc(C(=O)O)cc1	-0.2	6.2	0.2	1.8	2.5	-2.7	-13.0	-4.5
Cc1ccc(C(=O)NN2CCOCC2)cc1	.	-0.8	-1.4	.	.	2.5	-7.8	.
COc1ccc(NS(=O)(=O)c2ccc3c(c2)n(C)c(=O)n3C)cc1	.	.	-2.3	0.8	4.5	-4.2	-0.4	-6.7
CC1(C(=O)NS(=O)(=O)c2ccccc2C(F)(F)F)CCN1C(=O)COc1ccc(Cl)cc1 (centres undefined)	0.0	.	-4.0	-1.8	1.7	-4.7	15.2	-11.1
Cc1ccc(-n2cccc2/C=C2\C(=N)N3N=C(C(C)C)SC3=NC2=O)cc1	.	10.6	-0.6	2.4	-7.1	-15.5	-8.7	-26.8
O=C(Nc1ccccc1)c1ccc(F)cc1F	0.1	-3.9	36.7	-1.0	5.8	2.2	2.2	-17.5
Cc1cc(C)cc(N(CC(=O)NC2CCC(C)CC2)S(=O)(=O)c2c(C)noc2C)c1 (centres undefined)	.	-7.0	-10.6	-0.9	-9.7	-0.2	-4.2	8.6
Cc1noc(C)c1S(=O)(=O)Nc1ccc2c(c1)C(=O)N([C@@H](C)CO)C[C@@H](C)[C@H](CN(C)Cc1ccccc1)O2	-0.4	15.1	5.6	-1.3	1.4	-2.5	0.1	0.2
O=C(NCC(=O)N1CCN(Cc2ccccc2)CC1)c1ccc(Cl)cc1	0.4	0.8	.	-2.6	-4.7	0.6	4.1	-23.9

Some values from the results shown.
CASP6 VEID inh, CCOC(=O)N1CCN(C(=O)Cc2c(C(=O)O)n(C)c3ccccc23)CC1 is entered as -0.3
PglD DTNB, O=C(Nc1ccncc1)c1cccs1 is entered as -4.1

(more compounds)
SMILES	E-sel inducer	ARNT-TACC3 inh	esBAF inh	CASP6 VEID inh	ERp5 block	PglD DTNB	RAD54 inh	RAD52 anneal inh
O=C(CCCn1c(=O)c2cccn2c2cccnc21)NCc1cccc(Br)c1	.	.	7.5	-1.4	-4.1	3.1	-7.6	-33.0
CC(C)c1noc2ncc(C(=O)c3cc(Cl)cc(Cl)c3O)cc12	.	-0.5	-11.6	.	.	-1.9	-4.2	.
O=C(CCCN1C(=O)/C(=C/c2cccs2)SC1=S)NNC(=O)c1cccnc1	.	-4.0	-10.5	1.2	-2.8	4.7	-1.9	-15.1
Cc1ccc(CSCCNC(=O)CN(c2cc(C)ccc2C)S(C)(=O)=O)cc1	.	-1.1	0.2	-0.3	4.3	.	.	-2.2
O=c1cc(N2CCCC2)[nH]c(=O)n1-c1ccc(Cl)cc1	.	0.4	4.9	2.5	3.4	-5.0	-6.9	10.4
CC(=O)N1C[C@H]2CON(C)[C@H]2C[C@H]1c1ccccc1	0.0	.	2.4	-4.0	5.9	2.6	-1.7	-12.0
C=CCN=C(NC#N)SCC(=O)NC(C)(C)C	.	1.1	-5.6	.	.	-4.1	-1.3	.
CCOc1ccc(C(=O)CCN2CCOCC2)cc1	.	2.1	-2.9	-0.1	2.3	0.6	-6.3	-9.9
COc1ccc(NC(=O)CN(C)C(=O)C2CC(=O)N(c3cccc4ccccc34)C2)cc1 (centres undefined)	-0.3	-0.4	-5.8	0.1	2.4	7.8	-12.5	-3.0

Rewritten with bars between the fields: entries from further up
Compound | E-sel inducer | ARNT-TACC3 inh | esBAF inh | CASP6 VEID inh | ERp5 block | PglD DTNB | RAD54 inh | RAD52 anneal inh
CC(=O)N1C[C@H]2CON(C)[C@H]2C[C@H]1c1ccccc1 | 0.0 | . | 2.4 | -4.0 | 5.9 | 2.6 | -1.7 | -12.0
C=CCN=C(NC#N)SCC(=O)NC(C)(C)C | . | 1.1 | -5.6 | . | . | -4.1 | -1.3 | .
